PI5P4K alpha inh – blocks human PI5P4K alpha kinase activity. AID 652105. P48426. PI5P4Kalpha enzyme, ADP-Glo luminescence, 60 min; stronger effect = lower value. actives 1.2% (n = 330,000). max response, %; active = max response of -50% or lower; inconclusive = between -30% and -50%; inactive = -30% or higher; also: value at the top dose of about 77 µM; % is scaled to controls: 0 for no effect and ±100 for the full control effect
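Reactions run in 0.038 M HEPES pH 7.4, 0.28 mM EGTA, 0.1% CHAPS and 5% DMSO, with PI5P4Kalpha, substrate, compound and 5 microM ATP final, one hour at room temperature. Readout is ADP-Glo luminescence.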
PLK1 PBD block – inhibitors of human PLK1 polo-box domain binding; Plk1 PBD binding of FITC phosphopeptide, fluorescence polarization; P53350; Potency, µM, for the others: max response, negative = inhibition, usual class: inhibitors; actives 2.8% (n = 360,000); also: potency is read from the fitted curve at half-maximal effect; series mostly up to about 57 µM; % is scaled to controls: 0 for no effect and ±100 for the full control effect; nearly all actives have a fitted effect of over 65% in size
WRN helicase inh – WRN helicase (human) inhibition; actives 0.46% (n = 360,000); WRN helicase unwinding, fluorescent forked duplex, kinetic; Potency, µM (highest dose often 114 µM), for the others: at the top dose activity change, negative = inhibition, actives largely listed as inhibitors; also: potency is read from the fitted curve at half-maximal effect; % is scaled to controls: 0 for no effect and ±100 for the full control effect; nearly all actives have a fitted effect of over 55% in size
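WRN at 20 nM final preincubated with compound 15 min at room temperature; reaction started with 100 nM fluorophore/quencher forked duplex oligonucleotide and 2 mM ATP final. Unwinding followed kinetically by red fluorescence (ex 525, em 598 nm).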
D3 ag – activates the human D3 dopamine receptor | P35462 | D3R DiscoveRx beta-arrestin cells, luminescence, 90 min | actives 0.58% (n = 410,000) | AID 652048 | max activation, %; in the data active = max activation above about 30%; also: 0% is about no effect; mostly tested at two doses, the higher about 12 µM
Target sequence (P35462 whole entry, looked up): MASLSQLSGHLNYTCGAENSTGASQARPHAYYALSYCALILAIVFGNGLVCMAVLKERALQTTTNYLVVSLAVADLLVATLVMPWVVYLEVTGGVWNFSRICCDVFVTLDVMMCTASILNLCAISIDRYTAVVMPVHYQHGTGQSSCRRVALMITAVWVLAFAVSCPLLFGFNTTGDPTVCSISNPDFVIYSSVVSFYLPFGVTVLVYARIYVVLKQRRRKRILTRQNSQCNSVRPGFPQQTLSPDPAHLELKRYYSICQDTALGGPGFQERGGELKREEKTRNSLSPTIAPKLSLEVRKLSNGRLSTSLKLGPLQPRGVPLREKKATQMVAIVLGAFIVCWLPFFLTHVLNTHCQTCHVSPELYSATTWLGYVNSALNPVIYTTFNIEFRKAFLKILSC
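Cells at 1500/well, incubated overnight, then treated with pinned compounds (dopamine as control) for 90 min at 37 degrees C. DiscoveRx reagent added for 30 - 60 minutes at room temperature; luminescence read.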
GLP1R cytotox – cytotoxic in the GLP-1 receptor inverse agonist counter-screen; HEK293 cAMP-luciferase reporter cells, luminescence, 24 h; Potency, µM (series often up to 38.3 µM), for inactives: top-dose activity change, negative = inhibition, most hits filed as inhibitors; actives 0.13% (n = 410,000); AID 624418;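 also: loss of luciferase light is scored as toxicity; potency is read from the fitted curve at half-maximal effect; % is scaled to controls: 0 for no effect and ±100 for the full control effect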
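Cells in DMEM/10% Nu serum/1% pen-strep, 1536-well format. Pre-incubated 12 h, dosed with 23 nL compound, incubated a further 24 h. Luciferase detection, 12 min at room temp, luminescence.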
IL-2 act – activates IL-2 in a cell-based reporter assay; IL-2 activation reporter assay, cell-based qHTS; stimulated with anti-CD3/CD4/CD28 beads; in transgenic mouse T cells; activation, % (series mostly up to about 46 µM); actives 0.065% (n = 360,000); in the data active = activation above about 50%; inconclusive = mostly about 30% to 49%; also: 0% is about no effect
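Using fluorescent plate cytometry, EGFP and DsRed are detected in transgenic mouse T cells stimulated 18 h at 37 degrees C with antibody-coated beads after 60 min compound pretreatment.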
GLP1R ag – agonists of human GLP-1 receptor. P43220. HEK293 GLP-1R CRE-luciferase, luminescence, 4-6 h; cells express a hypersensitive GLP-1R form. Potency, µM (doses to about 45.6 µM), for the others: at the top dose activation, most hits filed as activators. actives 0.007% (n = 380,000). AID 624172; also: potency is read from the fitted curve at half-maximal effect; % of control where 0% means no effect
Target sequence (P43220 whole entry, looked up): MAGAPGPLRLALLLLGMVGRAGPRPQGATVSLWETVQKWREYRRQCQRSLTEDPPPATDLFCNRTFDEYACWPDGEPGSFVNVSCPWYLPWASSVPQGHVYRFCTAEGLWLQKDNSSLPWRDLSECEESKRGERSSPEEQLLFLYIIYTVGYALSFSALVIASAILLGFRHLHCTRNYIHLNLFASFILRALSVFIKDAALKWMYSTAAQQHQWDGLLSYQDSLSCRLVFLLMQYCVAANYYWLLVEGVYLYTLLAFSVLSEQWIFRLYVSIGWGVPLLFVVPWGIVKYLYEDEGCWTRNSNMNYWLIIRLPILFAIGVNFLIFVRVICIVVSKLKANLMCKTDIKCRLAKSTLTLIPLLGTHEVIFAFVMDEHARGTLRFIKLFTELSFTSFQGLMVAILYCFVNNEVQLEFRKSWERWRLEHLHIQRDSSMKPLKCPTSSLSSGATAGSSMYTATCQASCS
GLP1R inv ag – inverse agonists of human GLP-1 receptor; P43220; HEK293 GLP-1R CRE-luciferase, luminescence, 24 h; GLP-1R form is constitutively active; Potency, µM (highest dose often 38.3 µM), without a hit: top-dose activity change, negative = inhibition, actives largely listed as inhibitors; actives 1.6% (n = 410,000); also: potency is read from the fitted curve at half-maximal effect; % is scaled to controls: 0 for no effect and ±100 for the full control effect; nearly all actives have a fitted effect of over 55% in size
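HEK293 cells stably co-expressing constitutively active GLP-1R and a cAMP-responsive luciferase reporter were seeded in DMEM with 10% Nu serum, given compounds after 12 h, and incubated 24 h at 37 deg C. Luminescence was then read.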
D3 antag – D3 dopamine receptor (human) antagonism. max response, negative = inhibition, %. D3R cells, DiscoveRx beta-arrestin luminescence, antagonist mode; stronger effect = lower value. P35462. actives 2.5% (n = 360,000); in the data active = max response below about -50%; inconclusive = no clear call, values can overlap the other calls; also: % is scaled to controls: 0 for no effect and ±100 for the full control effect; mostly tested at two doses, the higher about 12 µM
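Cells plated overnight at 1500 cells/well, then exposed to library compounds with dopamine controls for 90 minutes at 37 degrees C. DiscoveRx reagent added for 30–60 minutes at room temperature; luminescence read, quantitative HTS format.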
Numbers without * were called inactive; [ ] = dose if it differs, or a comment. Unless noted, calls follow the shape of the dose curve; as a rule, active = well fitted curve in the direction sought with a large enough effect; inconclusive = small, poorly fitted or top-dose-only effect, or another doubt; inactive = no such curve, though single readings can be large; an effect the other way counts as inactive or inconclusive. This is a random part of the collection, and some 7.8% of all compounds hit somewhere here.

Results for NS(=O)(=O)c1ccc(Nc2nc(-c3ccc(O)cc3)cs2)cc1 ?
PLK1 PBD block: -15%; WRN helicase inh: -31%; D3 ag: 3; GLP1R cytotox: -12%; IL-2 act: 0.5; GLP1R ag: 16%; GLP1R inv ag: 0%; D3 antag: 18

What do the screens show for `COc1cccc(NC(=O)c2ccccc2-c2nc(-c3ccc(F)cc3)no2)c1`?
PI5P4K alpha inh: 27; PLK1 PBD block: 1%; WRN helicase inh: -15%; D3 ag: 6; GLP1R cytotox: -11%; IL-2 act: -0.5; GLP1R ag: -1%; GLP1R inv ag: -5%; D3 antag: 7

How did COc1ccccc1-c1noc(-c2ccccc2C(=O)NCC2CCCO2)n1 (centres undefined) do in these assays?
PI5P4K alpha inh: -5; PLK1 PBD block: -11%; WRN helicase inh: 1%; D3 ag: 3; GLP1R cytotox: -6%; IL-2 act: -2.9; GLP1R ag: 3%; GLP1R inv ag: 3%; D3 antag: 8

What do the screens show for `C=CCOc1ccc(C2CC(C)=NN2c2ccccc2)cc1` (centres undefined)?
PI5P4K alpha inh: 1; PLK1 PBD block: 2%; WRN helicase inh: 5%; D3 ag: 1; GLP1R cytotox: 0%; IL-2 act: -0.2; GLP1R ag: 0%; GLP1R inv ag: inconclusive; D3 antag: 10

What do the screens show for `Cc1nc2c(F)c(F)c(C(F)(F)F)c(F)c2[nH]1`?
PI5P4K alpha inh: 4; PLK1 PBD block: -11%; WRN helicase inh: 5%; D3 ag: -3; GLP1R cytotox: inconclusive; IL-2 act: -2.6; GLP1R ag: -3%; GLP1R inv ag: inconclusive; D3 antag: -14

How did O=C(C1=C[C@H](c2csc3ccccc23)C[C@H](OCCCCO)O1)N1CCOCC1 do in these assays?
PI5P4K alpha inh: -3; PLK1 PBD block: -11%; WRN helicase inh: -2%; D3 ag: -6; GLP1R cytotox: 6%; IL-2 act: -1.7; GLP1R ag: 9%; GLP1R inv ag: 1%; D3 antag: -18

What do the screens show for `CCCCn1c(N)c(N(CC)C(=O)c2cccc(OC)c2)c(=O)[nH]c1=O`?
PI5P4K alpha inh: -1; PLK1 PBD block: -8%; WRN helicase inh: -5%; D3 ag: 1; GLP1R cytotox: -14%; IL-2 act: -0.9; GLP1R ag: -3%; GLP1R inv ag: 1%; D3 antag: -2

What do the screens show for `Cc1cccn2cc(-c3ccc(NC(=O)Cc4ccccc4)cc3)nc12`?
PI5P4K alpha inh: 4; PLK1 PBD block: -11%; WRN helicase inh: -4%; D3 ag: 2; GLP1R cytotox: -3%; IL-2 act: 0.4; GLP1R ag: 11%; GLP1R inv ag: 0%; D3 antag: 12

How did C[C@@H]1CN([C@@H](C)CO)C(=O)c2cc(NC(=O)Nc3ccccc3)ccc2O[C@H]1CN(C)C(=O)Nc1cccc2ccccc12 do in these assays?
PI5P4K alpha inh: -3; PLK1 PBD block: -3%; WRN helicase inh: -8%; D3 ag: 5; GLP1R cytotox: 16%; IL-2 act: 2.1; GLP1R ag: -2%; GLP1R inv ag: -21%; D3 antag: -8

Results for COc1ccc(Cn2nnnc2C(c2cc3ccc(OC)cc3[nH]c2=O)N2CCCCCC2)cc1 (centres undefined) ?
PLK1 PBD block: -14%; WRN helicase inh: -11%; D3 ag: -8; GLP1R cytotox: -8%; IL-2 act: -1.8; GLP1R ag: 5%; GLP1R inv ag: -16%; D3 antag: -7

What do the screens show for `COc1ccc(S(=O)(=O)N2CCN(CC(=O)N3CCNC3=O)CC2)cc1OC`?
PI5P4K alpha inh: 3; PLK1 PBD block: -1%; WRN helicase inh: 0%; D3 ag: -1; GLP1R cytotox: -1%; IL-2 act: 0.5; GLP1R ag: 0%; GLP1R inv ag: 67%[activator]; D3 antag: 4

Results for NC(=O)CN(N=Nc1cccc([N+](=O)[O-])c1)c1cccc([N+](=O)[O-])c1 ?
PI5P4K alpha inh: -2; PLK1 PBD block: -20%; WRN helicase inh: -18%; D3 ag: 1; GLP1R cytotox: inconclusive; IL-2 act: -0.8; GLP1R ag: -5%; GLP1R inv ag: -19%; D3 antag: -10

Results for COc1ccc(Cc2nc3ccc(C(=O)N4CCC[C@H]4CO)cc3o2)cc1 ?
PI5P4K alpha inh: -2; PLK1 PBD block: 8%; WRN helicase inh: -4%; D3 ag: -4; GLP1R cytotox: -2%; IL-2 act: -0.2; GLP1R ag: -3%; GLP1R inv ag: 9%; D3 antag: 9

What do the screens show for `Cc1ccc(N2CCN(/N=C/c3c(C)nn(-c4ccccc4)c3Cl)CC2)cc1`?
PI5P4K alpha inh: 4; PLK1 PBD block: -4%; WRN helicase inh: 5%; D3 ag: 4; GLP1R cytotox: -1%; IL-2 act: 0.1; GLP1R ag: -2%; GLP1R inv ag: 7%; D3 antag: 15

How did CNc1cnn(-c2ccccc2)c(=O)c1Cl do in these assays?
PI5P4K alpha inh: -28; PLK1 PBD block: 11µM*; WRN helicase inh: 13%; D3 ag: -5; GLP1R cytotox: -4%; IL-2 act: -0.1; GLP1R ag: -6%; GLP1R inv ag: 17%; D3 antag: 2

How did O=C(O)C[C@H]1c2ccccc2S(=O)(=O)N1C1CCCC1 do in these assays?
PI5P4K alpha inh: -2; PLK1 PBD block: -19%; WRN helicase inh: -1%; D3 ag: 3; GLP1R cytotox: 3%; IL-2 act: 0.2; GLP1R ag: 1%; GLP1R inv ag: 11%; D3 antag: 31

How did FC(F)(F)c1cccc(N/N=C/c2ccccc2)c1 do in these assays?
PI5P4K alpha inh: 13; PLK1 PBD block: -7%; WRN helicase inh: -30%; D3 ag: -2; GLP1R cytotox: -19%; IL-2 act: -0.4; GLP1R ag: -3%; GLP1R inv ag: inconclusive; D3 antag: 0

How did CC(O)CCc1ccc(O)cc1 (centres undefined) do in these assays?
PI5P4K alpha inh: -2; PLK1 PBD block: -16%; WRN helicase inh: -15%; D3 ag: 1; GLP1R cytotox: 21%; IL-2 act: -6.9; GLP1R ag: -2%; GLP1R inv ag: -3%; D3 antag: 34

What do the screens show for `CCN(CC)C(=O)c1cccc(-c2csc(C(O)c3cccc(OC)c3)n2)c1` (centres undefined)?
PI5P4K alpha inh: 4; PLK1 PBD block: -9%; WRN helicase inh: -6%; D3 ag: -2; GLP1R cytotox: 3%; IL-2 act: -0.8; GLP1R ag: -5%; GLP1R inv ag: -26%; D3 antag: 10

What do the screens show for `CC[C@]12c3[nH]c4ccc(Cl)cc4c3CCN1C(=O)[C@@H](CC(=O)NCc1cccc(C(F)(F)F)c1)C[C@@H]2C(=O)N1CCN(C(=O)c2ccco2)CC1`?
PI5P4K alpha inh: 4; PLK1 PBD block: 6%; WRN helicase inh: -8%; D3 ag: -3; GLP1R cytotox: inconclusive; IL-2 act: -0.8; GLP1R ag: -1%; GLP1R inv ag: 10µM*; D3 antag: -2

Results for CCC1OC(C)Cc2[nH][nH]c(=O)c21 (centres undefined) ?
PI5P4K alpha inh: -2; PLK1 PBD block: -4%; WRN helicase inh: -3%; D3 ag: 4; GLP1R cytotox: 0%; IL-2 act: -0.4; GLP1R ag: 0%; GLP1R inv ag: 9%; D3 antag: 4

What do the screens show for `C=CCN(C(=O)c1csnn1)C(C(=O)NC1CCCC1)c1ccc(Cl)cc1` (centres undefined)?
PI5P4K alpha inh: -2; PLK1 PBD block: -5%; WRN helicase inh: 3%; D3 ag: 2; GLP1R cytotox: -21%; IL-2 act: 0.1; GLP1R ag: 0%; GLP1R inv ag: inconclusive; D3 antag: 7

How did CCCCCC(=O)N1C[C@@H](O)[C@H](n2cc(C3CC3)nn2)C[C@@H]1c1ccc(C)cc1 do in these assays?
PI5P4K alpha inh: 4; PLK1 PBD block: -5%; WRN helicase inh: 4%; D3 ag: 5; GLP1R cytotox: 3%; IL-2 act: -1.8; GLP1R ag: -4%; GLP1R inv ag: 13%; D3 antag: 20

Results for O=C(NCCCN1CCOCC1)c1ccc(CS(=O)(=O)Cc2ccccc2Cl)o1 ?
PI5P4K alpha inh: 1; PLK1 PBD block: -7%; WRN helicase inh: 6%; D3 ag: -13; GLP1R cytotox: 3%; IL-2 act: 0.3; GLP1R ag: 1%; GLP1R inv ag: 9%; D3 antag: -25

How did O=C(SCC(O)C(O)CS)c1cccs1 (centres undefined) do in these assays?
PI5P4K alpha inh: -6; PLK1 PBD block: -4%; WRN helicase inh: 6%; D3 ag: -14; GLP1R cytotox: -6%; IL-2 act: 0.8; GLP1R ag: 0%; GLP1R inv ag: 20%; D3 antag: 3

Results for CCN(CC)C(=O)CSc1nnc(CNc2ccc(F)cc2)o1 ?
PI5P4K alpha inh: 1; PLK1 PBD block: 0%; WRN helicase inh: 6%; D3 ag: 2; GLP1R cytotox: -4%; IL-2 act: 4.0; GLP1R ag: 4%; GLP1R inv ag: 2%; D3 antag: 13

What do the screens show for `CCc1cccc(CC)c1N1C(=O)C2=C(SCCCS2)C1=O`?
PI5P4K alpha inh: 2; PLK1 PBD block: inconclusive; WRN helicase inh: -3%; D3 ag: 3; GLP1R cytotox: 5%; IL-2 act: -2.5; GLP1R ag: 2%; GLP1R inv ag: inconclusive; D3 antag: -21

How did Cc1sc2ncnc(SCC(=O)N3c4ccccc4Sc4ccc(Cl)cc43)c2c1C do in these assays?
PI5P4K alpha inh: 2; PLK1 PBD block: -4%; WRN helicase inh: -20%; D3 ag: 3; GLP1R cytotox: 0%; IL-2 act: 0.5; GLP1R ag: -4%; GLP1R inv ag: -5%; D3 antag: 11

How did O=C(Nc1ccccc1F)c1ccc(Cn2cc(Cl)cn2)cc1 do in these assays?
PI5P4K alpha inh: 2; PLK1 PBD block: -11%; WRN helicase inh: 5%; D3 ag: -6; GLP1R cytotox: -17%; IL-2 act: -0.6; GLP1R ag: 16%; GLP1R inv ag: inconclusive; D3 antag: -9

Compound activity: PubChem BioAssay, National Center for Advancing Translational Sciences (NCATS)
